mouse EphA4 binding: EphA4 ligand-binding antagonists – biochemical, colorimetric, mouse EphA4, primary screen (AID 689); EphA4-AP binding to KYL peptide, pNPP A405; higher % means a stronger effect; one-dose inhibition, % at 10 µM; IC50 in µM for titrated hits; hit rate 0.1% among 62,000; in the data active means a potency from the dose series; inactive means the rest, 99 in 100 with inhibition below about 22%
An asterisk follows results filed as active. Only part of the results is shown, so the mix of outcomes need not match the whole.

molecule	mouse EphA4 binding
Cn1c(CCCOc2ccc(Cl)cc2Cl)nnc1SCC(=O)Nc1nccs1	-20.3%
COc1ccc(NC(=O)CCS(=O)(=O)c2ccc3c(c2)CCCN3C(C)=O)cc1	-12.0%
Nc1ncnc(N(c2ccccc2)C2CCCCC2)c1[N+](=O)[O-]	-3.5%
COc1ccc(/C=C2/SC(=O)N(CNc3cc(C)ccc3C)C2=O)cc1OC	-3.9%
CCOc1ccc(N2C(=O)NC(=O)/C(=C\c3ccc(-c4ccc([N+](=O)[O-])cc4OC)o3)C2=O)cc1	13.1%
OCc1cn(-c2ccccc2)nc1-c1ccc(-c2nn(-c3ccccc3)cc2CO)cc1	1.0%
c1ccc(OCCSc2nnnn2-c2ccccc2)cc1	2.3%
O=C(NCC1CCCO1)C(=O)Nc1ccc(F)cc1 (centres undefined)	4.9%
CCSc1ccc2nnc(-c3cccc(F)c3)n2n1	-5.1%
COC(=O)c1[nH]c2cccc(OC)c2c1NC(=O)CN(C)CC1OCCO1	-8.0%
O=C(NCCc1c[nH]c2ccccc12)C(F)(F)C(F)F	-13.9%
O=C(CC1CCCC1)Nc1nc2ccccc2[nH]1	-4.3%
CC(C)Cn1cnc2c(N)nc3ccccc3c21	-6.1%
CCOC(=O)c1c(C)sc2c1N(C(C)=O)c1cc(Cl)ccc1S2	-15.1%
O=c1cc(N2CCOCC2)[nH]c(=O)n1C1CCCCC1	-2.2%
CC(=O)N1CCN(c2cc(N3CCc4ccccc4C3)c(F)cc2[N+](=O)[O-])CC1	-9.2%
O=C1NC(=S)N(c2cccc(Br)c2)C(=O)/C1=C/c1ccc(Cl)cc1	15.2%
CCOC(=O)c1sc(C)c2c1NC(c1ccc(N(C)C)cc1)NC2=O (centres undefined)	-0.1%
CCCCn1ccnc1C(=O)c1cccc(S(=O)(=O)N2c3ccccc3CC2C)c1 (centres undefined)	-4.4%
CCC(=O)N1c2ccccc2NC2=C(C(=O)CC(c3ccc(OC)cc3)C2)C1c1ccccc1 (centres undefined)	-7.3%
CCOC(=O)c1[nH]c2ccc(OCC)cc2c1NC(=O)CN1CCN(c2ccccc2)CC1	-13.5%
Cc1noc(/C=C/N(C)C)c1S(=O)(=O)N1CCCC(C(=O)NC2CCCCC2C)C1 (centres undefined)	-0.1%
CCOC(=O)N1CCN(c2c(NC3CCN(Cc4ccccc4)CC3)c(=O)c2=O)CC1	-6.5%
Cc1ccc(Nc2ncccc2C(=O)NCc2cccs2)c(C)c1	-1.6%
Cc1cc(C)n(C(=O)CNC(=O)c2ccc(Br)cc2)n1	11.7%
C1CCC(n2nnnc2CN2CCCC2)CC1	-4.5%
Cc1occc1C(=O)O/N=C(\N)c1cccnc1	1.6%
Cc1cc(C)c(C#N)c(SCC(=O)C(C)(C)C)n1	3.2%
Cc1cc2nc(-c3ccc(SCc4ccc(C#N)cc4)nc3)[nH]c2cc1C	-10.8%
CCN1c2ccccc2NC2C1C(C(C)=O)C(=O)N2c1ccc(Cl)cc1 (centres undefined)	9.8%
COc1ccc2[nH]c(=O)c(CN(CC3CCCO3)C(=O)Nc3ccccc3OC)cc2c1 (centres undefined)	-1.0%
CCOC(=O)Cn1nc(C)n(-c2ccc(C(C)C)cc2)c1=O	-4.2%
O=C1c2ccccc2CCC12N=NCC2c1ccccc1 (centres undefined)	-11.2%
Cn1c(=O)c2c(ncn2CC(=O)N2CCN(c3ccc([N+](=O)[O-])cc3)CC2)n(C)c1=O	-3.5%
N/C(=N\OC(=O)C1CCCCC1)c1ccccn1	-6.8%
Cc1ccc(Cn2nnnc2CN2CCC(NC(=O)c3ccccc3F)CC2)cc1	-4.4%
CCc1ccc(NC(=O)Cn2nc(C(F)(F)F)c3c2CCC3)cc1	-14.7%
COc1ccc(NC2=C(Cl)C(=O)N(c3ccccc3Cl)C2=O)c(OC)c1	-5.8%
Cc1sc(NC(=O)c2ccc(OCC(C)C)cc2)c(C(N)=O)c1-c1ccc(Cl)cc1Cl	-0.7%
COc1ccc(C(=O)CSc2nnc(-c3cnccn3)n2Cc2ccco2)cc1	9.9%
CC(=O)Oc1ccc2c(C)c(C)c(=O)oc2c1C	-0.5%
CC(C)(C)C(=O)OCc1cn(-c2ccc(Cl)cc2)nn1	-9.4%
CC(C)n1nc(C(=O)OCC(=O)N(C)C2CCS(=O)(=O)C2)c2ccccc2c1=O (centres undefined)	-3.7%
CCCC(=NCC(=O)O)C1=C(O)C(C(=O)OC)C(C)(C)CC1=O (centres undefined)	-6.7%
Cc1coc2c(C)c3oc(=O)c4c(c3cc12)CCCC4	-10.3%
COCCn1c(SCC(=O)Nc2ccc3c(c2)OCCO3)nnc1-c1c[nH]c2ccccc12	9.1%
COc1ccc(NC(=O)C2(c3ccccc3)CC2(Cl)Cl)cc1 (centres undefined)	1.8%
O=C(O)[C@H](CO)Nc1ncnc2sc3c(c12)CCC3	-6.5%
COc1cc(NC(=O)c2ccc(Cl)cc2Cl)ccc1-c1cc2ccccc2oc1=O	-18.8%
CCOC(=O)c1c(NC(=O)c2ccc(N3C(=O)C4C5C=CC(C5)C4C3=O)cc2)sc2c1CCCC2 (centres undefined)	-10.6%

Structures shown so far that have a nitro group on carbon:
molecule	mouse EphA4 binding
Nc1ncnc(N(c2ccccc2)C2CCCCC2)c1[N+](=O)[O-]	-3.5%
CCOc1ccc(N2C(=O)NC(=O)/C(=C\c3ccc(-c4ccc([N+](=O)[O-])cc4OC)o3)C2=O)cc1	13.1%
CC(=O)N1CCN(c2cc(N3CCc4ccccc4C3)c(F)cc2[N+](=O)[O-])CC1	-9.2%
Cn1c(=O)c2c(ncn2CC(=O)N2CCN(c3ccc([N+](=O)[O-])cc3)CC2)n(C)c1=O	-3.5%

(next part)
molecule	mouse EphA4 binding
CC(=O)Nc1ccc(C(=O)Nc2ccc(Cl)cn2)cc1	-2.1%
CCOc1cc(/C=C2\SC(=S)N(/N=C/c3ccc(O)c(OCC)c3)C2=O)ccc1O	14.6%
Fc1cccc(NC(=S)NCCCN2CCOCC2)c1	-16.1%
CCSc1ncnc2c1sc1nc(-c3ccco3)c3c(c12)CC(C)(C)OC3	-1.2%
Cc1cc(C)n(C(=O)C2CCCN2S(=O)(=O)c2ccc(Cl)cc2)n1 (centres undefined)	-0.9%
CCOc1ccc(N2C(=O)NC(=O)/C(=C\c3ccc(OCc4cccc(C(=O)O)c4)cc3)C2=O)cc1	-6.6%
Cc1ccc(S(=O)(=O)Nc2ccc(S(=O)(=O)N3CCOCC3)cc2)cc1[N+](=O)[O-]	28.7%
CCOC(=O)c1sc(C)nc1C1CCN(C(=O)OCC)CC1	-2.1%
Cc1cc2nc(CCN(Cc3cccnc3)C(=S)Nc3ccc(F)cc3)[nH]c2cc1C	-6.6%
CCC(=O)N(Cc1cc2cc(C)c(C)cc2[nH]c1=O)C1CCCCC1	-5.4%
CCOc1ccccc1-n1nnnc1SCC(=O)NC(=O)NCc1ccco1	2.9%
COn1c(=O)c(=O)n(OCc2ccccc2)c2ccccc21	-0.1%
CCOC(=O)c1c(C)nc2cc(C)ccn12	-3.8%
CCc1ccc(Cn2nnc(C(=O)Nc3ccc(OC)cc3OC)c2N)cc1	-7.8%
Cc1ccc(C)c(N(C)C(=O)COc2cc(=O)n(C)c3ccccc23)c1	-10.3%
O=C(CN(Cc1ccccc1C(F)(F)F)C(=O)CNC(=O)c1ccco1)NC1CCCC1	-5.4%
O=S(=O)(C/C(=C/CO)S(=O)(=O)c1ccccc1)c1ccccc1	6.2%
CC1CCN(C(=O)CN(CCc2ccccc2)S(C)(=O)=O)CC1	7.7%
N#Cc1ccccc1NC(=O)c1ccc(-c2ccccc2)cc1	-8.2%
Nc1nc(CN2CCN(c3ccc(F)cc3)CC2)nc(N2CCCc3ccccc32)n1	-9.6%
Cc1c(NC(=O)/C(=C\c2ccccc2)NC(=O)c2ccccc2)c(=O)n(-c2ccccc2)n1C	-10.3%
COc1ccc(S(=O)(=O)CCC(=O)NCCc2cccc(C)c2)cc1	-6.2%
Cc1ccc(NC(=S)NCc2cccn2C)cc1	2.7%
COc1cc(/C=N/Nc2nn[nH]n2)ccc1O	-7.3%
CCCc1cc(=O)oc2cc(OCc3cc(OC)c(OC)c(OC)c3)c(Cl)cc12	-0.6%
Cc1ccccc1N(CC(=O)NCCSCc1ccco1)S(C)(=O)=O	-4.4%
COc1ccc(-c2nnc(SC(C)C#N)o2)cc1 (centres undefined)	-16.1%
CC(C)(Oc1ccc(Cl)cc1)C(=O)Nc1ccncc1	3.6%
C=CCn1c(SCc2ccc3c(c2)OCO3)nc2scc(-c3ccco3)c2c1=O	-1.9%
CCOC(=O)c1sc2nc(C3CC3)cc(-c3ccc(OC)cc3)c2c1N	0.6%
O=C(c1ccc(N2CCCCC2)c([N+](=O)[O-])c1)N(Cc1ccccc1)c1ccccn1	-9.7%
CC(=O)c1c(C)[nH]c(C(=O)NCCc2ccccc2)c1C	-15.1%
COc1ccc(CNC2=CC(=O)CC(C)(C)C2)cc1	-7.7%
CCOC(=O)C1=C(C)N=C(/N=C/N(C)C)SC1c1ccccc1 (centres undefined)	-7.7%
COC(=O)c1ccc(C(C(=O)NCc2ccccc2)N(Cc2ccco2)C(=O)c2cnccn2)cc1 (centres undefined)	-1.3%
COc1ccc(C(CCc2ccc(C)o2)NC(=O)Nc2ccc(OC)cc2OC)cc1 (centres undefined)	-8.0%
O=S(=O)(NCc1ccccc1)c1cccs1	-18.3%
CSc1ccc(NC(=O)N2CC(C)OC(C)C2)cc1 (centres undefined)	-11.4%
Cc1nn(Cc2c(F)c(F)c(F)c(F)c2F)c(C)c1NC(=O)c1cccc(COc2ccc(Cl)cc2)c1	1.9%
O=C(Cn1nnc2ccccc2c1=O)NCc1ccco1	-11.9%
O=[N+]([O-])/C=C/c1cn(Cc2ccc(F)cc2)c2ccccc12	30.9%
Cc1cccc(C)c1NC(=O)N1CCC(n2c(=O)[nH]c3ccccc32)CC1	-11.5%
Cc1ccc(N2CC(C(=O)NC3CCSC3=O)CC2=O)cc1 (centres undefined)	-14.7%
O=C(O)c1ccc(C(=O)NCc2ccccc2)c(C(=O)O)c1	2.1%
CCN(CC)C(c1ccc(F)cc1)c1nnnn1C1CCCCC1 (centres undefined)	-14.3%
COc1ccc(CN=C2Nc3ccccc3CS2)cc1	-5.1%
COc1ccc(-n2c(SCC(=O)Nc3ccc4c(c3)OCO4)nc3c(c2=O)SCC3)cc1	6.4%
CC1(C)CC(c2nc(-c3ccc(Cl)cc3)cs2)CCS1 (centres undefined)	-7.9%
CC1=C(C(=O)OC(C)C)C(c2cccs2)n2ncnc2N1 (centres undefined)	6.4%
CCOC(=O)C(NC(=O)c1ccc(Cl)cc1Cl)(Nc1ccc(C)cc1)C(F)(F)F (centres undefined)	-5.1%

Other records follow.
molecule	mouse EphA4 binding
Cn1c(NCc2c[nH]c3ccccc23)nc2ccccc21	-8.4%
C=CCn1c(=N)n(CC(=O)O)c2ccccc21	-13.6%
O=C(NC1CCCC1)C1CC(=O)N(C2CCCCCCC2)C1 (centres undefined)	-13.4%
Oc1ccc(C2Nc3cccc4cccc(c34)N2)c(O)c1	-12.6%
Cc1cc(C)c2oc(-c3ccc(C)c(NC(=O)c4cccc(Cl)c4Cl)c3)nc2c1	-4.0%
CCOC(=O)N1CCN(C(=O)Cn2nc(-c3ccc(Cl)cc3)ccc2=O)CC1	4.0%
CC(=O)c1c(N2CCOCC2)nc(=S)n(-c2ccc([N+](=O)[O-])cc2)c1C	-9.6%
CN1CCN(C(=O)c2ccccc2-c2nc(-c3ccccc3)no2)CC1	-13.9%
O=C(COc1ccc([N+](=O)[O-])cc1)Nc1cccc2ccccc12	-1.2%
CCOc1ccc(C(=O)O)cc1OC	0.6%
COc1cc2c(cc1OC)C1=C(C#N)CC/C(=N\S(=O)(=O)c3cccc(Cl)c3)N1CC2	-6.5%
CCCOc1cccc(C(=O)Nc2cccnc2)c1	-3.2%
CCOc1ccc(N/N=C(/C#N)C(N)=O)cc1	-14.8%
COc1cc(CN2CCC(C(=O)NC3CCCC3)CC2)cc(Br)c1O	-31.2%
O=C(Nc1ccncc1)c1ccc(F)cc1	5.1%
O=C(CSc1nnc(Cc2cc(=O)[nH]c(=O)[nH]2)n1-c1ccccc1)N1CCCc2ccccc21	-6.5%
Cc1sc(NC(=O)CN(Cc2ccc(F)cc2)C(=O)C(C)C)c(C(N)=O)c1C	-16.3%
O=C(Nc1c(Cl)cccc1Cl)c1ccc(-c2ccccc2)cc1	2.9%
O=C(/C=C/c1ccccc1)c1ccc([N+](=O)[O-])cc1	1.4%
CC(C)(C)NC(=O)NC(=O)CSc1nnc2ccccn12	-11.7%
COc1ccccc1-c1nnc(-c2sc3cc(Cl)ccc3c2Cl)o1	-0.9%
N#Cc1cc(Sc2ccccn2)c(Sc2ccccn2)cc1C#N	-1.0%
COc1ccc(Br)cc1CNC(=O)C1CCN(S(=O)(=O)N2CCCCC2)CC1	-1.8%
CSC1=NCCN1C(=O)c1c(-c2ccccc2Cl)noc1C	-12.9%
COCCNC(=O)Cn1cc2c(n1)CCC(C)C2 (centres undefined)	-2.7%
Cn1c(-c2ccc(F)cc2)cnc1SCC(=O)N1CCCCC1	-11.7%
Cc1cccc(C(=O)NC(=S)N2CCN(C)CC2)c1	2.0%
Cc1nn(CC(=O)O)c2ccccc12	-10.0%
COC(=O)c1cccc(NC(=O)COc2ccc(Br)cc2)c1	-0.4%
Cc1ccc(OCC(=O)n2nc(C)cc2C)c(C)c1	-7.7%
Cc1cc2c(cc(C(=O)N3CCC(C(=O)N4CCCC4)CC3)n2Cc2c(F)cccc2Cl)o1	-10.7%
CNC(=O)CSc1nnc(-c2ccncc2)n1Cc1ccccc1	-30.8%
Oc1c(/C=N/c2ncn[nH]2)ccc2ccccc12	-0.6%

Source: PubChem (Sanford-Burnham Center for Chemical Genomics)
